UTI89 phage lysis: protection from phage-mediated lysis, alamar blue read-out – E. coli UTI89, K1F phage, bacterial capsule biogenesis inhibitors (AID 488966); E. coli UTI89 K1F phage lysis, alamar blue, 2 h; higher % means a stronger effect; inhibition, % at 100 µM; hits with a dose series show IC50 in µM; 340,000 compounds, 0.02% hits;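 active means phage lysis inhibition, versus mean bacterial control, above a set limit; inconclusive means no clear call, values can overlap the other calls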;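 further: capsule biogenesis inhibitors block K1F phage lysis so surviving cells raise fluorescence; higher fluorescence means more inhibition of phage lysis; actives were called in the ten point dose series up to 300 µM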
West Nile virus CPE: inhibition of WNV-induced cytopathic effect – cell-based, CPE readout (AID 1621) | West Nile virus-infected cells, CPE inhibition; higher % means a stronger effect | 290,000 compounds, 0.02% hits | CPE inhibition, % at 10 µM, or IC50 in µM where a hit was titrated; in the data active means a potency from the dose series; inconclusive means CPE inhibition mostly from about 3.7% at the one dose, without a potency; inactive means the rest, 99 in 100 with CPE inhibition below about 2.2%; further: strong numbers were not always called active
Dengue-2 NS5 capping: flavivirus cap methylation enzyme inhibition – biochemical, confirmation dose response, primary screen (AID 588689). Dengue-2 NS5 methyltransferase capping enzyme assay, biochemical; higher % means a stronger effect. inhibition, % at 25 µM; hits with a dose series show IC50 in µM. 340,000 compounds, 0.3% hits; in the data active means a potency from the dose series; inconclusive means inhibition above about 29% without an active follow-up result
Rac1 GTP hydrolysis: MgcRacGAP GTPase-activating activity inhibitors, confirmation, biochemical, ADP Hunter fluorescence | inhibition, % at 30 µM; hits with a dose series show IC50 in µM | 340,000 compounds, 0.6% hits | MgcRacGAP-stimulated Rac1 GTP hydrolysis, ADP Hunter fluorescence; higher % means a stronger effect; GST-tagged Rac1 F28L mutant substrate;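 active means first-screen hits whose inhibition reached a set limit at any dose in the follow-up dose series; inconclusive means inhibition above the set first-screen limit but never retested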;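 further: fluorescence reports GDP produced by GAP-driven GTP hydrolysis; strong numbers were not always called active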
Salmonella PhoP GFP: inhibitors of PhoP regulon expression, primary screen, Salmonella Typhimurium, GFP reporter (AID 1863); S. Typhimurium PhoP-regulated promoter GFP reporter, 4 h; higher % means a stronger effect; one-dose inhibition, % at 50 µM; IC50 in µM for titrated hits; 300,000 compounds, 0.16% hits;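 active means inhibition over 29.93%, a cutoff 3 SD above the screen mean, later confirmed by dose response; inconclusive means inhibition over 29.93% but no dose response follow-up; inactive means inhibition at most 29.93% or unconfirmed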;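 further: 0% = low Mg2+ inducing control and 100% = high Mg2+ repressing control; strong numbers were not always called active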
SV40 large T antigen: SV40 large T antigen inhibitors, biochemical (AID 1903). one-dose inhibition, % at 20 µM; IC50 in µM for titrated hits. SV40 large T antigen ATPase/helicase inhibition assay; higher % means a stronger effect. 310,000 compounds, 0.39% hits; in the data active means a potency from the dose series; inconclusive means inhibition mostly from about 32% at the one dose, without a potency; inactive means the rest, 99 in 100 with inhibition below about 32%; further: strong numbers were not always called active
T cell modulator: modulates CD8 T cell binding to vesicles; 2C CD8+ T cell-vesicle binding, flow cytometry; active compounds read low; calls only at 7 µM; 330,000 compounds, 0.068% hits; AID 2052;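 active means response, share of CD8 T cells binding vesicles, and their 90th percentile fluorescence all below set limits, cut at about 80% in these data, passing the limit was not always enough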
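incubation = binding step 1.5 h, 37 °C, antibody labelling 20 min, ice | test system = 2C mouse CD8+ T cells | read-out basis = percent CD8+ FL2 mean versus row control | controls = Peptide-free naked vesicles (low) and QL9 vesicles with 0.7% DMSO vehicle (high) | detection = flow cytometry of vesicle-bound cells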
RSV CPE inhibition: RSV antiviral activity via CPE protection, HEp-2 cells, primary 10 µM value included (AID 2391) | HEp-2 cells, RSV-induced CPE inhibition; higher % means a stronger effect | one-dose CPE inhibition, % at 10 µM; IC50 in µM for titrated hits | 310,000 compounds, 0.13% hits; in the data active means a potency from the dose series; inconclusive means CPE inhibition mostly from about 23% at the one dose, without a potency; inactive means the rest, 99 in 100 with CPE inhibition below about 21%; further: strong numbers were not always called active
NTR1 agonist: agonists of NTR1, primary screen, imaging, U2OS cells, beta-arrestin-GFP, high content (AID 493036); NTR1-U2OS beta-arrestin-GFP spot imaging, agonist mode; activation, % at 20 µM; 330,000 compounds, 0.17% hits;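 active means activation at or above 40% of the spot to cytoplasm intensity ratio, with at least 20 cells analyzed; inconclusive means wells under 20 cells, flagged as cytotoxic or low count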;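 further: 0% = DMSO without peptide and 100% = 100 nM NTR1 peptide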
Target sequence (P30989 whole entry, looked up): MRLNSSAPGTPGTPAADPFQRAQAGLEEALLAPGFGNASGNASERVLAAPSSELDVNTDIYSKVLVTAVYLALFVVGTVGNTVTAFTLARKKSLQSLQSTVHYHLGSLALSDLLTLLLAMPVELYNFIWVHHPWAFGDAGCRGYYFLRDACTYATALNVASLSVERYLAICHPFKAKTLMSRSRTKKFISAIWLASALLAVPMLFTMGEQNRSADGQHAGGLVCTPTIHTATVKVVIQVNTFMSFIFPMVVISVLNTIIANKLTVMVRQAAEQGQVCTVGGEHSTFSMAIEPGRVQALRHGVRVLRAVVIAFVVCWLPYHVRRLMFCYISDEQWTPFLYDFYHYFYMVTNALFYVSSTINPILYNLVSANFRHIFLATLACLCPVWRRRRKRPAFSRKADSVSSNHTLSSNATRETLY
T cell modulator vesicle-bound %: further read-out of T cell modulator, marked with its call; double positive events, %; measured here: CD8+ vesicle-bound cell fraction;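 binding gate set so that unloaded-vesicle control wells show 10% double positive cells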
NTR1 agonist cell count 20 µM: further read-out of NTR1 agonist, marked with its call; cell count; measured here: cell count, cytotoxicity flag
An asterisk follows results filed as active; i = inactive; ? = inconclusive; / = no result given; [ ] = remark or other dose. The order is random. About 1.5% of those tested had a hit in this group.

Molecule	UTI89 phage lysis	West Nile virus CPE	Dengue-2 NS5 capping	Rac1 GTP hydrolysis	Salmonella PhoP GFP	SV40 large T antigen	T cell modulator	T cell modulator vesicle-bound %	RSV CPE inhibition	NTR1 agonist	NTR1 agonist cell count 20 µM
COC(=O)c1sccc1NC(=S)Nc1ccc(C)cc1	-1.7%	1.4%	-1%	-2%	0%	6%	i	20	1.8%	0.9	41
CC(C)Cc1nc2oc3c(N4CCN(CCO)CC4)ncnc3c2c2c1CCCC2	-1.4%	?	-7%	7%	1%	17%	i	35	5.3%	25	85
CC(C)Cn1c(NCCO)nc2ccccc21	1.9%	0.2%	-5%	8%	14%	6%	i	40	1.7%	1.0	88
CN(C)c1ccc2c3c(ccc(N(C)C)c13)COC2	0.8%	-0.4%	6%	-1%	9%	1%	i	44	-0.8%	0.5	37
COC(=O)c1ccccc1NC(=O)CSc1nnnn1CC(=O)O	-0.2%	-0.7%	1%	2%	-3%	2%	i	35	0.7%	1.0	47
O=C(CCc1ccccc1)Nc1ccc(S(=O)(=O)NC2=NCCCCC2)cc1	0.6%[50 µM]	/	3%	3%	/	/	i	23	/	6.0	52
COc1ccc(C2CC(c3ccccc3)=NN2C(=O)CSc2nnnn2-c2cccc(C)c2)cc1 (stereo not given)	0.1%	/	-11%	0%	/	16%	i	20	1.5%	-1.0	50
C=CCNC(=O)C1CCC(C(=O)NCC=C)CC1 (stereo not given)	-1.0%[50 µM]	-0.2%	4%	5%	-4%	7%	i	31	-0.7%	1.9	68
CC(C)(C)OC(=O)N[C@H](Cc1ccccc1)C(=O)N1CCC[C@@H]1C(=O)O	0.0%	0.3%	-11%	7%	8%	-2%	i	23	1.5%	0.9	94
CCOC(=O)c1c(C2CC2)csc1NC(C)=O	0.2%	0.6%	-5%	6%	-7%	18%	i	6	-0.2%	-0.6	85
CN(C)CCNS(=O)(=O)c1ccc2c3c(cccc13)C(=O)N2	0.5%	-0.8%	0%	10%	-1%	-3%	i	59	-0.1%	0.5	65
O=C(NC(=S)Nc1cc(S(=O)(=O)N2CCOCC2)ccc1N1CCOCC1)C1CCCC1	/	-0.1%	/	/	-8%	6%	i	38	4.5%	2.4	53
CC(C)CNC(=O)c1ccccc1NC(=O)c1ccccc1N(C)S(C)(=O)=O	2.9%	0.1%	-1%	15%	3%	1%	i	41	1.2%	3.8	51
CCC(=O)Nc1cccc(-c2nnc(-c3ccccc3)o2)c1	2.7%[50 µM]	/	-1%	3%	/	16%	i	13	0.0%	3.2	46
COc1ccc(CCNC(=O)CC2SC(=NCc3ccccc3OC)NC2=O)cc1 (stereo not given)	-0.4%	-0.9%	-6%	0%	-3%	0%	i	9	2.8%	1.7	63
COc1ccccc1NC(=O)CCSc1nc(C)cc(C)n1	0.1%	0.0%	-6%	8%	/	/	i	24	0.3%	0.6	65
Cc1cc(=O)oc2c(C)c(OCC(=O)c3ccccc3)ccc12	0.7%	0.0%	3%	8%	1%	5%	i	60	3.2%	1.3	58
COc1ccccc1C(=O)NC(CCSC)C(=O)OC(C)C(N)=O (stereo not given)	5.3%	-0.1%	-4%	-13%	3%	3%	i	52	3.4%	-1.8	48
CCc1cccc(C)c1NC(=O)CSc1nnc(-c2ccco2)n1N	1.3%	0.1%	-28%	2%	1%	-1%	i	46	0.2%	1.4	90
CCN1CCN(S(=O)(=O)c2cc(OCC(=O)NC3CCCCC3)c(C)cc2Cl)CC1	0.3%	-1.6%	-3%	-2%	12%	1%	i	27	2.6%	-0.1	72
COCCOC(=O)c1c(NC(=O)COC(=O)Cc2cccc(OC)c2)sc(C(N)=O)c1C	-0.1%	0.1%	-2%	4%	3%	-1%	i	30	1.1%	1.8	54
Cc1cccc(NC(=O)C2CCN(S(=O)(=O)c3c(C)nn(C)c3C)CC2)n1	0.2%	0.7%	-4%	6%	0%	1%	i	29	0.5%	1.7	58
O=C1c2ccccc2C(O)N1Cc1ccco1 (stereo not given)	-0.3%	0.2%	-2%	4%	7%	4%	i	43	2.7%	0.9	84
Cc1ccc(CSc2ccc3nnc(-c4cccnc4)n3n2)cc1	-0.5%	0.1%	6%	-5%	10%	4%	i	4	1.9%	6.5	52
O=C(CSc1nnnn1-c1ccc(Cl)cc1)N1CCc2ccccc2C1	1.2%	-0.4%	1%	2%	7%	1%	i	50	-1.1%	3.2	73
Cc1ccc(C(C2=C(O)CC(C)(C)CC2=O)C2C(=O)CC(C)(C)CC2=O)o1 (stereo not given)	-1.0%	-0.1%	60µM*	56µM*	-10%	22%	i	0	2.4%	1.0	63
COc1ccc(/C=C2\SC(=O)N(CCC(=O)Nc3ccc(S(=O)(=O)Nc4nccs4)cc3)C2=O)cc1	1.9%[50 µM]	/	-1%	4%	-18%	7%	i	36	0.3%	0.7	49
COc1ccc(C2Nc3ccccc3NC3=C2C(=O)CC(C)(C)C3)cc1 (stereo not given)	-0.2%	0.0%	23%	-4%	-3%	20%	i	54	1.6%	-2.3	88
C=C(C)CNC(=S)NNC(=O)c1ccc(Br)cc1	0.1%[50 µM]	0.0%	-1%	15%	9%	23%	i	33	4.8%	-1.8	63
C=CCNC(=O)c1onc(CSc2cccc(OC)c2)c1C(=O)NCC=C	-0.1%	-0.4%	-7%	2%	-4%	12%	i	29	3.8%	-3.1	73
Cc1csc(NC(=O)c2cc(=O)[nH]c3ccc(S(=O)(=O)N4CCOCC4)cc23)n1	0.4%	-0.3%	-5%	8%	5%	5%	i	44	1.0%	1.3	50
O=C1/C(=C/c2cccnc2)SC(=S)N1c1ccc(O)cc1	0.2%	-0.1%	-6%	14%	-6%	18%	i	29	0.6%	1.8	53
O=C1CSC(c2ccccc2[N+](=O)[O-])N1CCc1ccccc1 (stereo not given)	0.2%	-1.1%	-14%	11%	-3%	3%	i	59	2.4%	6.2	88
CC(C)(C)OC(=O)NCCCCCc1nnc(SCc2c(F)cccc2Cl)o1	-0.6%	-1.1%	2%	13%	-5%	5%	i	27	8.9%	4.6	49
Cc1cnc(C(=O)OCC(=O)Nc2cc(Cl)cc(Cl)c2)cn1	0.3%	-0.2%	-7%	3%	-2%	-7%	i	33	0.2%	0.2	53
Nc1[nH]ncc1-c1ccccc1	-0.1%	-0.4%	-3%	3%	-4%	8%	i	59	0.8%	-1.4	93
CC(C)(C)n1ncc2c(=O)n(CC(=O)NCCc3ccccc3)cnc21	0.7%	-0.2%	-3%	6%	-5%	-2%	i	50	0.3%	0.2	50
CC(C)C[C@H](NC(=O)c1[nH]cnc1C(=O)N[C@H](C)c1ccccc1)C(=O)OCc1ccccc1	-3.3%	-0.5%	-2%	4%	0%	2%	i	30	1.9%	27	86
CCN(CC)CCCNC(=O)c1nn(-c2ccc(OC)cc2OC)c(=O)c2ccccc12	0.1%	-0.3%	/	20%	5%	0%	i	32	0.3%	-1.8	61
COCCNC(=O)c1ccc2c(=O)n(CCCN3CCCC3=O)c(=S)[nH]c2c1	0.5%	0.7%	-4%	9%	-12%	4%	i	41	0.8%	1.5	66
CCCCCCCNC(=O)C1(CC2CC(c3ccc(Cl)cc3)=NO2)CCN(C(=O)c2ccccc2)CC1 (stereo not given)	0.6%	-1.0%	-3%	8%	-4%	24%	i	55	6.2%	11	58
CCC1CCCCN1C(=O)Cn1c(=O)n(CCC(=O)NCc2ccco2)c(=O)c2sccc21 (stereo not given)	i	-0.4%	-3%	9%	-3%	-2%	i	32	/	0.9	77
COc1ccccc1OCc1ccc(C(=O)NN)cc1	-1.1%	-0.5%	-5%	5%	2%	7%	i	42	1.5%	-2.2	59
O=C(COC(=O)CCSc1ccccc1Cl)Nc1ccc(F)cc1F	3.8%	-0.6%	5%	4%	-15%	7%	i	48	2.1%	1.9	42
COc1ccccc1C1C2=C(N=C3SCC(=O)N31)c1ccccc1CC2 (stereo not given)	0.9%	-0.2%	2%	7%	4%	10%	i	31	1.1%	1.6	58

Looked up above.
NTR1 agonist cell count 20 µM, COc1ccccc1C1C2=C(N=C3SCC(=O)N31)c1ccccc1CC2 (stereo not given) reads 58
T cell modulator vesicle-bound %, CC(C)C[C@H](NC(=O)c1[nH]cnc1C(=O)N[C@H](C)c1ccccc1)C(=O)OCc1ccccc1 reads 30

The list continues:
Molecule	UTI89 phage lysis	West Nile virus CPE	Dengue-2 NS5 capping	Rac1 GTP hydrolysis	Salmonella PhoP GFP	SV40 large T antigen	T cell modulator	T cell modulator vesicle-bound %	RSV CPE inhibition	NTR1 agonist	NTR1 agonist cell count 20 µM
CC(C)(C)c1nc(SCC(=O)NNC(=O)c2ccccc2)c2ccccc2n1	-0.1%	1.3%	-3%	5%	0%	29%	i	52	1.7%	-0.5	52
COc1cc(OC)c(C2C(C#N)=C(C)NC(C)=C2C#N)c(C(=O)O)c1	0.5%	0.2%	-5%	7%	-13%	2%	i	34	2.3%	2.7	60
CC1C(=O)CCCCCCCCCC2C1(N1CCOCC1)CS2(=O)=O (stereo not given)	1.1%	-0.4%	-11%	6%	0%	7%	i	64	1.1%	0.5	85
N#Cc1ccc(/C=C2\CCCCn3c2nc2cc(C(=O)O)ccc2c3=O)cc1	-0.1%	-0.3%	-6%	6%	-5%	11%	i	32	0.6%	-0.4	45
COc1cccc(OCCOCCNCCO)c1	/	0.3%	/	/	0%	8%	i	50	0.8%	0.0	54
CC(=O)Oc1ccc2c(=O)oc(-c3ccccc3C)nc2c1	0.5%	0.1%	0%	15%	-8%	12%	i	16	2.3%	1.1	62
C=CCOc1ccc(CNCCO)cc1OCC	-0.5%	0.5%	/	2%	-5%	7%	i	46	1.2%	1.4	41
CCC(C)NC(=O)CSc1nnc(-c2cc(-c3ccc(C)cc3)nc3ccccc23)n1N (stereo not given)	0.3%	0.2%	3%	9%	17%	8%	i	21	2.2%	-0.7	57
CCc1cc2cc(C)ccc2nc1SCC(=O)N1CCN(C(=O)c2ccco2)CC1	0.3%	0.1%	-7%	10%	12%	12%	i	38	4.4%	2.0	53
Cc1c(C(=O)NC2=NCCS2)cccc1[N+](=O)[O-]	0.1%	-0.4%	-3%	13%	10%	10%	i	33	0.6%	1.7	87

Source: PubChem
